NR5A2 inv ag = inverse agonists of human LRH-1 (NR5A2); HEK293T StAR-luciferase reporter, LRH-1 transfected, 24 h; AID 602396; hit rate 0.13% among 360,000; inhibition, % at 3.6 µM; O00482;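 active = inhibition above the mean inhibition of all tested compounds plus 3 SD, cut at about 73% in these data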;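 also: 0% = DMSO wells and 100% = reporter-only cells lacking LRH-1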
Target sequence (O00482 whole entry, looked up): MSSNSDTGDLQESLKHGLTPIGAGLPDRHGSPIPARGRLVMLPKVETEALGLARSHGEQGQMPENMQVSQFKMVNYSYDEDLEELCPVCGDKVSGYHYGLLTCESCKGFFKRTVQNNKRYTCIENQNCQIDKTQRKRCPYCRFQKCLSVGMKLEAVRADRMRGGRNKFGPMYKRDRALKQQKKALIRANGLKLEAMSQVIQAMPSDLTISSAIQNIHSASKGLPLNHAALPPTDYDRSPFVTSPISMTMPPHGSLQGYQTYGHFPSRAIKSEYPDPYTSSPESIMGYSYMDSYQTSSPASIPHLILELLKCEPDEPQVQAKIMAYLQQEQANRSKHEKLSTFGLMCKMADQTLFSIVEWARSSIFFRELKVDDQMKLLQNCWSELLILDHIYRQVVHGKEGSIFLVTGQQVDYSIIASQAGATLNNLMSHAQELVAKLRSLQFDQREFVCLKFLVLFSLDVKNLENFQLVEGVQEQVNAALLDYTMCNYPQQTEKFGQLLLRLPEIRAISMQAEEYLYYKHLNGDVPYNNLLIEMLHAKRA
SRC1 inh = inhibits human SRC1 coactivator; inhibition, % at 3.6 µM; hit rate 0.12% among 360,000; HEK293 GAL4-SRC1 luciferase reporter, luminescence; Q15788; AID 588354;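 active = inhibition above the campaign mean plus 3 SD, with each screening campaign given its own cutoff, cut at about 60% in these data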;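 also: 0% = DMSO treated cells and 100% = gossypol at 36 µM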
EBV LMP1 NFkB = inhibitors of Epstein-Barr LMP1-induced NF-kappaB reporter; LMP1-induced NF-kappaB luciferase reporter cells, luminescence; inhibition, % at 12.5 µM; hit rate 0.69% among 350,000; in the data active = inhibition above about 41%;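 also: 0% = neutral control wells and 100% = reference inhibitor control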
Vif imaging = inhibitors of HIV Vif; HEK293T cells, Vif self-association by quenched fluorescence, imaging, 24 h; AID 602346; inhibition, % at 7.49 µM; hit rate 0.35% among 340,000; in the data active = inhibition above about 50%, passing the limit was not always enough; also: some results filed as inactive read as strong as hits
NOD2-RIPK2 inh = blocks binding of human NOD2 to RIPK2; O43353; CHO BLA complementation NOD2-RIPK2, CCF4 ratio; inhibition, % at 4.98 µM; hit rate 0.38% among 360,000; AID 624267; in the data active = inhibition above about 21%;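 also: 0% = vehicle only and 100% = reference blocker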
NCOA3 inh = inhibits human SRC3 coactivator; Q9Y6Q9; HEK293 GAL4-SRC3 luciferase reporter, luminescence; inhibition, % at 3.6 µM; hit rate 0.17% among 360,000;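 active = inhibition above a per-campaign cutoff, the mean of all compounds plus 3 SD, cut at about 60% in these data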;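 also: 0% = DMSO-treated cells and 100% = gossypol-treated cells at 36 µM; higher means less SRC3-driven luciferase light from the GAL4 reporter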
TLR9-MyD88 block = inhibitors of human TLR9-MyD88 binding. CHO BLA complementation TLR9-MyD88, CCF4 FRET ratio. inhibition, % at 4.98 µM. hit rate 0.21% among 340,000. AID 504734;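 active = inhibition above the mean over all tested compounds plus 3 SD, cut at about 21% in these data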;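 also: 0% = DMSO only wells and 100% = clavulanate BLA inhibitor control wells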
SRC2 inh = human SRC2 (NCOA2) inhibition; HEK293 GAL4-SRC2 luciferase reporter, luminescence; Q15596; hit rate 0.17% among 370,000; inhibition, % at 9 µM;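 active = inhibition above the mean inhibition of all tested compounds plus 3 SD, set per campaign, cut at about 52% in these data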;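 also: 0% = DMSO treated cells and 100% = cells given Gossypol at 36 µM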
TROY NFkB inh = inhibitors of TROY-dependent NF-kB signaling; Q293 LMP1-TROYcd NF-kB luciferase reporter, 4 h; hit rate 0.98% among 360,000; AID 1347056; inhibition, % at 10 µM;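 active = compounds whose plate-normalised and pattern-corrected inhibition of the luciferase reporter signal at the single screening dose is 50% or more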
COUP-TFII inh = blocks human COUP-TFII nuclear receptor; P24468; AID 686940; inhibition, % at 8.6 µM; hit rate 0.7% among 370,000; HEK293T NGFI-A luciferase reporter, luminescence;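 active = inhibition above a per-plate cutoff, mean inhibition of test wells between control levels plus 3 SD, cut at about 38% in these data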;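 also: cells cotransfected with COUP-TFII expression vector driving the NGFI-A reporter; 0% = median of COUP-TF2 test wells and 100% = reporter-only cells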
Target sequence (P24468 whole entry, looked up): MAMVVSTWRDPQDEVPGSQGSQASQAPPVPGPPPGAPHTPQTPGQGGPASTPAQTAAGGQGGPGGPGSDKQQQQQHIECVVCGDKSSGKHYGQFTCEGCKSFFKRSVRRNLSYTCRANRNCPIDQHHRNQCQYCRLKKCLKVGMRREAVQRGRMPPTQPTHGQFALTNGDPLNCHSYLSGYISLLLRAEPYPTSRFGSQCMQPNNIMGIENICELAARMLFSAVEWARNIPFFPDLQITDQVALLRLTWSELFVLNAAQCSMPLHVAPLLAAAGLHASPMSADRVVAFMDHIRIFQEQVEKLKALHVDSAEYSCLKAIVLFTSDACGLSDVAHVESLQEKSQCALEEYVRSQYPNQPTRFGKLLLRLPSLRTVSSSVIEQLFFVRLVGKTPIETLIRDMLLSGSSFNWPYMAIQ
C8 TRAIL sens = caspase-8 TRAIL sensitization; NB7+C8 cells + TRAIL, ATPlite viability luminescence; inhibition (viability loss, TRAIL sensitization), % at 10 µM; hit rate 1% among 360,000; AID 624354;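 active = compounds causing at least 50% loss of cell viability in the single-dose screen, relative to plate controls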
* hit, by the source's call; nt = no result given; & = joins results of further samples. Some of the compounds tested; the hit share may differ from the screen's.

SMILES | NR5A2 inv ag | SRC1 inh | EBV LMP1 NFkB | Vif imaging | NOD2-RIPK2 inh | NCOA3 inh | TLR9-MyD88 block | SRC2 inh | TROY NFkB inh | COUP-TFII inh | C8 TRAIL sens
CN(C(=O)c1ccc(OC2CCN(CCc3ccccc3)CC2)cc1)C1CCOCC1 | 4 | 17 | -1 | -2 | -2 | 22 | -3 | -12 | -10 | -2 | 21
COc1cccc(CN(C)C(=O)c2ccccc2Sc2ccccc2C#N)c1OC | 10 | -14 | -15 | -6 | -3 | -5 | -24 | 10 | 14 | 18 | -14
CCOc1ccc(/C=C(\C#N)C(=O)Nc2cccnc2)cc1 | 4 | -16 | -7 | -2 | 1 | 12 | -14 | 14 | -28 | 5 | -9
CCCCc1ccc(NC(=O)CSc2nc(=O)n(CCN(CC)CC)c3c2CCC3)cc1 | -2 | 3 | -2 | -12 | 12 | -6 | 0 | -12 | 8 | -2 | 6
Cc1onc(-c2ccc(Cl)cc2)c1-c1ccnn1S(=O)(=O)c1cccc(C(F)(F)F)c1 | 11 | -9 | 1 | -6 | -14 | 6 | nt | 0 | 9 | -2 | -10
CCOc1ccc(S(=O)(=O)N(CC(=O)NCc2cccnc2)c2ccc(F)cc2)cc1 | 13 | -6 | -9 | -5 | 0 | -14 | 8 | 16 | -2 | -10 | 12
O=C(NCC(=O)N(Cc1ccccc1)C(C(=O)NC1CCCC1)c1ccncc1)c1ccco1 (centres undefined) | -4 | -26 | -7 | nt | -2 | -6 | 5 | -30 | -15 | -10 | -6
Cc1cc(C(=O)N(CCC#N)Cc2cccs2)no1 | 12 | -14 | 7 | -3 | 0 | -2 | 0 | -1 | -9 | 8 | -11
COc1ccc(-n2nc(C(=O)NCC(=O)N3CCN(c4ccccn4)CC3)c3ccccc3c2=O)cc1 | -31 | -32 | -18 | 2 | 8 | -1 | -1 | -38 | -40 | -37 | 29
COC(=O)C1(Cc2ccc3c(c2)CCC3)Cc2ccc3c(c2C1=O)CCC3 (centres undefined) | -21 | 0 | -1 | -8 | -6 | 4 | -8 | 5 | 12 | 16 | 15
CN(C)C(=N)c1n[nH]nc1SCc1ccccc1 | -20 | -22 | -4 | -2 | -3 | -12 | 7 | -3 | 7 | 11 | -4
COc1cc(NC(=O)CSc2ccc(-c3cccnc3)nn2)cc(OC)c1 | 14 | 4 | 0 | -1 | 8 | 2 | -4 | -12 | 3 | 11 | 9
C[C@]12CC[C@@H]3c4ccc(O)cc4C(=O)C[C@H]3[C@@H]1CC[C@@H]2O | -3 | -12 | -1 | 10&11 | -2 | -23 | 1 | -24 | 6 | -4 | -1
O=C(NCCN1CCC(n2c(=O)[nH]c3ccccc32)CC1)c1ccc(F)cc1 | -3 | nt | nt | nt | -11 | nt | nt | -13 | 15 | -4 | -3
COCCOC(=O)C1=C(C)NC(=O)N(C(C)=O)C1c1ccc(Cl)cc1 (centres undefined) | 10 | 15 | 0 | -7 | -2 | 1 | -4 | -9 | 6 | 5 | -6
O=S(=O)(Nc1ccc(N2CCCCC2)cc1)c1ccc(F)c(F)c1 | 0 | 1 | 5 | -11 | 0 | 10 | -7 | -18 | 8 | 13 | 5
CN(C)c1ccc(N=Cc2cccn2C)cc1 | -8 | 12 | 10 | 5 | -3 | 23 | -1 | 5 | -6 | 20 | -4
CCn1nc(C)c(NC(=O)c2cnn3c(C(F)F)cc(-c4ccccc4)nc23)c1C | -15 | 1 | -13 | 2 | 0 | -5 | 4 | -10 | 3 | -11 | -4
CC(C)C(C(=O)NCc1ccccc1)N(CC1CCCO1)C(=O)CNS(=O)(=O)c1ccccc1 (centres undefined) | -4 | -9 | 3 | 9 | 7 | 4 | 5 | -15 | 4 | 19 | -13
COc1ccc(OC)c(NP2(=O)OCC(C)([N+](=O)[O-])CO2)c1 (centres undefined) | 14 | 3 | -1 | 9 | -7 | -4 | -6 | -9 | -5 | 7 | 5
c1ccc(NC2=NCCN2CCC2CCCC2)cc1 | -9 | 2 | -1 | -3 | -4 | -1 | -3 | -21 | -9 | 12 | 7
Cc1ccccc1OCCNC(=O)c1ccccc1Sc1ccccc1C#N | -6 | -9 | 5 | -8 | -2 | 34 | -3 | 2 | 8 | 0 | 3
CC(C)NC(=O)CC1(C(=O)NCc2ccc(Cl)cc2)CCCC1 | 13 | 12 | 8 | -13 | -5 | 5 | 5 | 9 | 11 | -9 | 9
O=C(CSc1nnc(SCC(=O)c2ccco2)s1)c1ccco1 | -1 | -10 | -7 | -17 | 0 | -17 | 0 | 13 | 2 | 3 | 9
Cc1c(C(N)=O)sc2ncn(CC(=O)N3CCC(C)CC3)c(=O)c12 | 2 | 9 | 1 | 18 | -9 | 2 | -5 | 1 | 19 | -11 | 10
COC(=O)c1ccccc1NC(=O)C1COc2ccccc2O1 (centres undefined) | -45 | -41 | -16 | -13 | 4 | -11 | 2 | -6 | -54 | -24 | 12
Cc1nnc(SC(C)C(=O)NC2CCCCC2C)s1 (centres undefined) | -4 | 0 | -3 | 7 | 2 | -3 | 7 | 0 | 1 | -25 | 18
COc1ccc(-c2c[nH]c(=O)[nH]c2=O)cc1OC | -8 | -6 | -4 | -4 | -3 | 11 | 9 | -3 | -3 | -3 | -2
Cc1ccc(NC(=O)c2cccnc2)cc1C | -37 | -54 | -9 | 13 | 7 | -67 | -2 | -56 | -29 | -24 | 11
COc1ccc(NC(=O)Nc2ccc3nc([C@@H]4O[C@H](CO)[C@@H](O)[C@H](O)[C@H]4O)[nH]c3c2)cc1OC1CCCC1 | -10 | -2 | nt | -5 | 7 | -13 | nt | -43 | 1 | 9 | 37
Cc1cc(C)nc(SCC(=O)Nc2ncc(C(F)(F)F)cc2Cl)n1 | 7 | 8 | 2 | nt | -4 | 7 | 3 | 7 | -16 | -8 | 5
Cn1c(SCC(=O)OCc2ccccc2)nnc1-c1ccco1 | 2 | -6 | 2 | 17 | 4 | -29 | -2 | 5 | 2 | -7 | 7
O=C(NC1CCCC1)C1c2ccccc2C(=O)N1C1CCCCC1 (centres undefined) | -6 | 7 | -1 | 19 | 4 | 10 | -1 | 11 | 15 | 11 | -4
CCCCNC(=O)CCCCCNS(=O)(=O)c1ccc(Br)cc1 | 3 | 10 | 4 | -2 | -10 | 16 | 20 | -5 | 18 | -12 | -4
CCN1CCc2c(sc(NC(=O)c3cc4ccccc4cc3OC)c2C(N)=O)C1 | -12 | -13 | -19 | -6 | -1 | -9 | -2 | 14 | -12 | -5 | 27
COc1ccc(N2CCN(c3ccc(NC(=O)NN)cc3)CC2)cc1 | 5 | -12 | 6 | 0 | -3 | -4 | 3 | -16 | -1 | 4 | -5
Cc1sc2c(c1C)c(=O)n(-c1ccc(Cl)cc1)c(=O)n2Cc1cc(=O)n2ccccc2n1 | 13 | 14 | -3 | 3 | 3 | 10 | -22 | 1 | -4 | -3 | -3
CCC(C)NC(=O)Cn1nc(C(F)(F)F)c2c1CCC2 (centres undefined) | -1 | 6 | 1 | -7 | -9 | 26 | -2 | 2 | -16 | -7 | -2
NC(=O)c1ccc(NC(=O)CNc2cc(S(=O)(=O)N3CCOCC3)ccc2N2CCCC2)cc1 | -12 | -9 | -1 | -3 | 1 | -31 | -3 | -6 | -7 | -23 | -5
COC(=O)c1ccccc1NC(=O)N1c2ccccc2CC1C (centres undefined) | 15 | 1 | -5 | -12 | 7 | 12 | 3 | 12 | -6 | 16 | -5
CCc1ccc(Nc2ccc(C(N)=O)cc2[N+](=O)[O-])cc1 | 7 | -7 | -1 | -11 | 8 | -5 | 2 | 5 | 16 | -1 | 9
Nn1cnc2c(ncn2C2OC(CO)C(O)C2O)c1=O (centres undefined) | 3 | -13 | nt | 5 | -20 | 19 | nt | 1 | -18 | 18 | 0
CCN1C[C@@H]2[C@@H]3C(=O)N(C)C(=O)[C@@H]3[C@](C)(C1=O)N2C(=O)c1ccccc1 | 6 | -13 | 1 | 1 | 3 | 6 | 7 | -8 | 4 | 5 | -16
Cc1ccc(CC(=O)N2CCN(C(=O)C3CCCO3)CC2)cc1 (centres undefined) | 9 | -10 | -5 | -33 | -5 | 13 | 10 | 3 | 10 | 2 | -10
Fc1cccc(CSc2ccc3nnc(-c4ccccn4)n3n2)c1 | 1 | 15 | 4 | 5 | 2 | 21 | 0 | -7 | -18 | -7 | 8
COc1cccc(NC(=O)CCC2CCN(C(=O)C(OC)c3ccccc3)CC2)c1 (centres undefined) | -8 | -27 | 1 | -8 | 7 | 1 | 1 | -19 | -12 | -7 | 5
O=C(COC(=O)c1cc(Cl)cc(Cl)c1)NCc1ccco1 | -6 | 4 | -1 | -7 | -14 | -5 | -15 | -10 | 6 | 5 | 0
COc1ccc(C2=Cc3ccc(OC(C)=O)cc3OC2)cc1 | -61 | -99 | -17 | 6 | -2 | -140 | -6 | -48 | -38 | -13 | 9
COc1ccc(-n2c(Cc3cccn3C)nnc2SCC(=O)Nc2cccc(NC(C)=O)c2)cc1 | 8 | 2 | -2 | nt | -6 | -5 | -3 | -11 | 2 | 2 | -22
CCN(CC)CCNC(=O)c1cc2c(=O)n(C)c3ccccc3c2n1C | -2 | -27 | -5 | -3 | 3 | -11 | 2 | -38 | -16 | -27 | 3
CCOc1ccc(C(CC(=O)O)NC(=O)CCCOc2ccc(Cl)cc2C)cc1 (centres undefined) | 20 | -18 | 16 | 0 | 3 | 9 | 8 | -10 | 17 | -13 | 11
CCSCCOC(=O)C1=C(C)NC2=C(C(=O)CCC2)C1c1coc2ccccc2c1=O (centres undefined) | 7 | -7 | -7 | 0 | 3 | 9 | -12 | -40 | 24 | -1 | 9
O=C(Nc1ccccc1C(=O)NCc1ccco1)c1ccco1 | 11 | 8 | 1 | -2 | -4 | 3 | -1 | 11 | -11 | 3 | 7
CCCCOc1ccc(C2OC34CCCCC3C(C#N)(C#N)C2(C#N)C(=N)O4)cc1 (centres undefined) | -3 | -25 | 4 | 17 | -8 | 7 | 0 | nt | 4 | nt | 20
O=C(OCC(=O)N1CCN(C(=O)COC(=O)c2ccncc2)CC1)c1ccncc1 | 14 | 10 | -5 | -4 | -3 | 27 | 4 | 20 | 9 | 7 | -5
O=C(c1ccc(F)cc1)C1CCN(Cc2cn[nH]c2-c2ccc(F)cc2)CC1 | -8 | -16 | -3 | 7 | -13 | 21 | -8 | -26 | -24 | 27 | -3
Cc1cccc(C)c1N1C(=O)CC(Sc2ccccc2N)C1=O (centres undefined) | 1 | -5 | -13 | -1 | 8 | -38 | -3 | 26 | 2 | 9 | -28
O=C(NC1CCCCCC1)c1nnc(Cc2ccc(Cl)cc2)o1 | -4 | 7 | -2 | 15 | 5 | -11 | -8 | 9 | -8 | -14 | -3

Two compounds drawn at random from those above:
SMILES | NR5A2 inv ag | SRC1 inh | EBV LMP1 NFkB | Vif imaging | NOD2-RIPK2 inh | NCOA3 inh | TLR9-MyD88 block | SRC2 inh | TROY NFkB inh | COUP-TFII inh | C8 TRAIL sens
Cc1nnc(SC(C)C(=O)NC2CCCCC2C)s1 (centres undefined) | -4 | 0 | -3 | 7 | 2 | -3 | 7 | 0 | 1 | -25 | 18
Cc1sc2c(c1C)c(=O)n(-c1ccc(Cl)cc1)c(=O)n2Cc1cc(=O)n2ccccc2n1 | 13 | 14 | -3 | 3 | 3 | 10 | -22 | 1 | -4 | -3 | -3
